Screening data: PubChem, several laboratories
NTR1 ag – NTR1-driven beta-arrestin-GFP spot formation – imaging, U2OS cells, high content, primary screen (AID 493036); 330,000 compounds, 0.17% hits; agonist mode; P30989; activation, % at 20 µM;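 active = activation at or above 40% of the spot to cytoplasm intensity ratio, with at least 20 cells analyzed; inconclusive = wells under 20 cells, flagged as cytotoxic or low count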;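 also: 0% = DMSO without peptide and 100% = 100 nM NTR1 peptide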
Target sequence (P30989 whole entry, looked up): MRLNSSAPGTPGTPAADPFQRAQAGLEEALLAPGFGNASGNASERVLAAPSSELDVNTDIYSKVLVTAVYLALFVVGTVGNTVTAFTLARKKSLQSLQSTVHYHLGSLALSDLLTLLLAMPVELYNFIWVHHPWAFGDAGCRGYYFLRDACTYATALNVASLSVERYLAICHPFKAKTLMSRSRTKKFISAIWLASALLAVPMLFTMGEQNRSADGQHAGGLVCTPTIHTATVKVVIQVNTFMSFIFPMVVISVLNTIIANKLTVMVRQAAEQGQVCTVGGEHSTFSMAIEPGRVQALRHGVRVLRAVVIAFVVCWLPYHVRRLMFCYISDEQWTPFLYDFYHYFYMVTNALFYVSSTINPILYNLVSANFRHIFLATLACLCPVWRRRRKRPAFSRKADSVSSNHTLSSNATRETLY
NS5 inhibitors – Dengue-2 NS5 methyltransferase inhibitors, primary screen, biochemical, confirmation dose response (AID 588689); 340,000 compounds, 0.3% hits; Dengue-2 NS5 methyltransferase capping enzyme assay, biochemical; higher % means a stronger effect; inhibition, % at 25 µM; hits with a dose series show IC50 in µM; in the data active = a potency from the dose series; inconclusive = inhibition above about 29% without an active follow-up result
GPR55 LPI antagonism – inhibition of LPI-stimulated GPR55 beta-arrestin translocation – imaging, U2OS, beta-arrestin-GFP, LPI agonist, primary screen (AID 2013) | 290,000 compounds, 0.13% hits | U2OS GPR55 beta-arrestin-GFP translocation imaging, LPI antagonism; higher % means a stronger effect | one-dose inhibition, % at 10 µM; IC50 in µM for titrated hits;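 active = spots per cell inhibited over 60%, with over 100 cells counted and total cytoplasm intensity under 500,000; inconclusive = wells with under 100 cells, flagged as likely toxic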;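 also: U2OS cells stably carrying GPR55 and arrestin-GFP stimulated by 5 µM LPI near EC80; imaged beta-arrestin-GFP aggregate spots per cell after agonist stimulation; plate controls were LPI-stimulated DMSO wells for no effect and DMSO wells without LPI for full effect; some results filed as inactive read as strong as hits; confirmed hits need IC50 under 10 µM and bright autofluorescent wells are also inconclusive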
AID2073 – disruptors of CaV2.2 binding to Mint1 – biochemical, HTRF (AID 2073); 290,000 compounds, 0.19% hits; HTRF protein-protein interaction, Mint1-CaV2.2; higher % means a stronger effect; one-dose inhibition, % at 20 µM; IC50 in µM for titrated hits; in the data active = inhibition mostly above about 51%, no sharp cut-off; inconclusive = no clear call, values can overlap the other calls; inactive = mostly below about 53%; also: some results filed as inactive read as strong as hits
HIV peptide binding – inhibitors of HIV fusion peptide binding, primary screen, biochemical, uHTS, fluorescence dequenching (AID 1986). cell-free peptide binding, fluorescence dequenching, 30 min; higher % means a stronger effect. one-dose inhibition, % at 20 µM; IC50 in µM for titrated hits. 290,000 compounds, 0.3% hits; in the data active = inhibition mostly above about 52%, no sharp cut-off; inactive = mostly below about 76%; also: some results filed as inactive read as strong as hits
SIAH1 antagonists – Siah-1 peptide-binding antagonists, primary screen, biochemical, fluorescence polarization, rhodamine-plectin, uHTS (AID 1817); 290,000 compounds, 0.02% hits; displacement, % at 20 µM; hits with a dose series show IC50 in µM; Siah-1 / rhodamine-plectin peptide fluorescence polarization; higher % means a stronger effect;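 active = displacement of at least 50% at 20 µM, with a fluorescence ratio check between 0.3 and a set limit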;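 also: plate controls were Siah plus tracer with DMSO for no effect and tracer alone without Siah for full effect; strong numbers were not always called active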
UTI89 phage lysis – protection from phage-mediated lysis, alamar blue read-out – E. coli UTI89, K1F phage, bacterial capsule biogenesis inhibitors (AID 488966); inhibition, % at 100 µM; hits with a dose series show IC50 in µM; E. coli UTI89 K1F phage lysis, alamar blue, 2 h; higher % means a stronger effect; 340,000 compounds, 0.02% hits;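 active = phage lysis inhibition, versus mean bacterial control, above a set limit; inconclusive = no clear call, values can overlap the other calls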;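 also: capsule biogenesis inhibitors block K1F phage lysis so surviving cells raise fluorescence; higher fluorescence means more inhibition of phage lysis; actives were called in the ten point dose series up to 300 µM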
GPR55 activation – selective activators of receptor GPR55 – imaging, U2OS cells, beta-arrestin-GFP redistribution, primary screen (AID 1961). U2OS GPR55 beta-arrestin-GFP redistribution imaging; higher % means a stronger effect. activation, % at 10 µM, or EC50 in µM where a hit was titrated. 290,000 compounds, 0.048% hits;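 active = activation above 40% with more than 50 cells counted in the well; inconclusive = wells holding fewer than 50 cells, flagged as toxic or sparse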;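 also: U2OS osteosarcoma cells stably expressing GPR55 and beta-arrestin-GFP; plate controls were DMSO negative control for no effect and LPI positive control for full effect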
GPR35 antagonists – GPR35 antagonists blocking zaprinast-driven arrestin recruitment, primary screen, imaging, U2OS, beta-arrestin-GFP, zaprinast agonist (AID 2058); U2OS GPR35 beta-arrestin-GFP translocation imaging, zaprinast antagonism; higher % means a stronger effect; inhibition, % at 10 µM, or IC50 in µM where a hit was titrated; 290,000 compounds, 0.052% hits;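 active = inhibition of at least 50% with at least 30 cells and total cytoplasm GFP at most 10,000,000; inconclusive = under 30 cells or total GFP of 10,000,000 plus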
NTR1 ag cell count 20 µM – further read-out of NTR1 ag, marked with its call; cell count; measured here: cell count, cytotoxicity flag
NS5 inhibitors pilot replicate – second read-out of NS5 inhibitors, no call of its own (marks repeat the call); inhibition, %; measured here: pilot screen replicate inhibition
* hit, by the source's call; ? = inconclusive; . = no result given; [ ] = dose if it differs, or a comment. Random draw from the library, and some 1.2% of all compounds hit somewhere here.

SMILES	NTR1 ag	NTR1 ag cell count 20 µM	NS5 inhibitors	GPR55 LPI antagonism	AID2073	HIV peptide binding	SIAH1 antagonists	UTI89 phage lysis	GPR55 activation	GPR35 antagonists	others
CCC[N+](CC#Cc1ccccc1)(CCC)CC(=O)OCC	-1.6	76	-3%	-9%	-2%	-1.6%	-3%	3.0%	-0.4%	-15%
O=S(=O)(Nc1cccc(Oc2cnccn2)c1)c1ccc(F)cc1	2.0	40	6%	4%	-2%	-1.1%	11%	1.3%	0.3%	-6%
CC(C)C[C@@H](C(=O)O)N(Cc1cccc(CN([C@@H](CC(C)C)C(=O)O)S(C)(=O)=O)c1)S(C)(=O)=O	-4.2	103	-4%	7%	4%	3.7%	6%	0.3%	0.0%	-8%
O=C(/C=C/c1cccc([N+](=O)[O-])c1)Nc1cccc(NC(=O)c2ccco2)c1	10	51	-2%	4%	5%	2.8%	4%	-0.1%[50 µM]	-0.1%	-1%
O=C(COC(=O)c1cncc(Br)c1)NCc1ccc2c(c1)OCO2	-0.1	49	0%	2%	23%	-1.2%	0%	0.4%	-0.3%	-1%
CCCCSCc1nc2ccccn2c1Br	-0.5	40	-9%	6%	-4%	2.6%	0%	0.1%	0.0%	7%
Cc1ccc(/C=N\NC(=O)/C(=C\Nc2nccc(C)n2)NC(=O)c2ccccc2)cc1	-0.6	63	-2%	5%	1%	-2.0%	13%	0.5%	-0.1%	3%
Cc1ccc(CSc2nnc(-c3ccccn3)n2C)cc1	2.1	85	-3%	14%	13%	14%	2%	0.4%	-0.2%	-2%
CC(=O)N1CCN(c2cc(N3CCCC3)c(F)cc2[N+](=O)[O-])CC1	2.1	61	-2%	-7%	-6%	0.1%	7%	0.3%	0.3%	-12%
c1ccc2c(c1)Cn1c-2nc2ccccc21	0.2	54	-6%	5%	1%	1.9%	0%	2.5%	-0.5%	0%
O=C(O)c1ccc(N/N=C/C=C/c2ccc([N+](=O)[O-])o2)cc1	-2.7	45	-25%	12%	20%	20%	-2%	?	-0.2%	32%
Cc1ccccc1NC1=NC(C)(C)N=C(N)N1	-2.3	89	-1%	-15%	0%	-1.6%	-3%	0.6%	0.0%	8%
NC(=O)CN1C(=O)C(=O)N(Cc2ccccc2Cl)C1=O	-1.9	72	-1%	6%	5%	-2.6%	0%	-0.1%	-0.1%	2%
Cn1c(=O)c2c(SCc3ccccn3)nc(C3CC3)nc2n(C)c1=O	10	45	1%	-10%	2%	-0.1%	3%	-0.2%	-0.1%	-23%
O=C(COc1ccc(Cl)cc1Cl)NC(=O)c1ccccc1	0.6	70	-5%	14%	7%	2.6%	-1%	0.6%	-0.1%	0%
Cc1cc(C(=O)N/N=C2\CC(=O)CC(C)(C)C2)n[nH]1	-0.1	41	-1%	-28%	16%	-1.5%	-5%	3.2%	0.2%	-5%
Cc1ccc(C(=O)CNc2ccc(C)c(Cl)c2)cc1	3.4	59	2%	4%	0%	1.9%	-2%	2.3%	0.2%	-1%
CCOC(=O)c1ccc(N/C=C2/CCCC(C)C2=O)cc1 (stereo unspecified)	5.0	39	3%	6%	1%	-2.7%	3%	0.0%	0.0%	11%
CCOc1ccc(NC(=O)CSc2nnc(C3CC3)n2C)cc1	0.5	48	.	16%	2%	1.8%	0%	0.1%	-0.1%	4%
COc1cc(Cl)c(C)cc1NC(=O)CSc1sc2c(O)cc(=O)[nH]c2c1C#N	4.6	32	-8%	-9%	52%	58%	19%	-0.2%	-0.2%	6%
COc1ccccc1NC(=O)Nc1ccc2c(c1)nc(C)n2C	1.2	57	2%	15%	1%	-0.2%	7%	0.4%	0.2%	8%
CC(=O)OC(C[N+]1(C)CCCCCC1)c1ccccc1 (stereo unspecified)	-0.2	78	-3%	18%	6%	-1.0%	-3%	0.0%	-0.2%	-9%
Cc1cccc(NC(=O)c2cccnc2Cl)n1	0.0	47	-7%	15%	9%	-1.9%	-2%	1.0%[50 µM]	-0.1%	6%
COc1cccc(CC(=O)N2CCN(c3ccccc3[N+](=O)[O-])CC2)c1	0.2	38	10%	-17%	3%	11%	7%	0.0%	-0.2%	-2%
Cn1c(=O)cc(SCC(=O)NCCCN2CCOCC2)c2ccccc21	0.0	76	-19%	0%	20%	-2.0%	-1%	0.3%	0.0%	-12%
Cc1ccccc1CCN(C(=O)c1csnn1)C(C(=O)NC1CCCC1)c1ccco1 (stereo unspecified)	-1.7	64	-6%	9%	2%	1.7%	4%	0.0%	-0.1%	8%
CCOC(=O)CN1N=C(c2ccc(Cl)s2)CSC1=O	-0.1	36	0%	4%	-6%	0.4%	-3%	2.0%	-0.3%	5%
Cc1ccc([N+](=O)[O-])cc1S(=O)(=O)Nc1ccc(O)c(Sc2ncn[nH]2)c1	-1.1	45	-2%	17%	-32%	5.6%	-3%	0.4%	-0.1%	18%
COC(=O)c1sccc1NC(=O)Nc1ccc(C)cc1C	2.1	40	-3%	-3%	4%	-0.1%	9%	1.6%[50 µM]	-0.1%	-3%
O=C(Nc1ccc(N2CCN(C(=O)c3ccccc3F)CC2)cc1)c1cncc(Br)c1	-0.2	68	-6%	-11%	15%	-1.3%	-4%	-0.1%	-0.1%	3%
CCc1ccc(NC(=O)N2CCN(C(=O)C3CCCO3)CC2)cc1 (stereo unspecified)	-0.2	62	-2%	21%	8%	-1.2%	2%	-0.1%	0.0%	-3%
COc1ccc(N(C(=O)c2csnn2)C(C(=O)NC2CCCC2)c2cccs2)cc1 (stereo unspecified)	-1.3	50	-5%	7%	11%	1.1%	13%	0.0%	-0.1%	1%
CC(=O)Nc1cccc(N/C(N)=N/c2nc(C)cc(C)n2)c1	-1.0	73	-6%	23%	0%	0.6%	-4%	0.3%	0.3%	4%
CN(C)S(=O)(=O)c1ccc(C(=O)OCC(=O)NC(=O)NCc2ccccc2)cc1	0.4	80	-5%	-2%	-3%	-0.4%	0%	0.0%	-0.2%	1%
O=C(O)CCC(=O)Nc1ccc(Oc2ncnc3cc(Cl)ccc23)nc1	-1.1	41	.	-4%	-9%	-1.2%	-1%	.	0.7%	12%
CC(C)c1nccn1S(=O)(=O)c1cccc([N+](=O)[O-])c1	.	.	0%	10%	0%	-3.5%	3%	2.1%[50 µM]	-0.3%	-6%
CCN1CCN(C(c2cc(OC)c(OC)c(OC)c2)c2nnnn2C(C)C)CC1 (stereo unspecified)	-0.5	55	.	-3%	3%	-0.2%	-3%	0.3%	-0.1%	7%
CCc1ccc(-c2nc(CN3CCC(C(=O)N4CCN(c5ccccn5)CC4)CC3)c(C)o2)cc1	3.5	63	-1%	0%	11%	-1.5%	2%	0.1%	0.0%	-10%
CC(C)C(=O)N1CCC(CN=Cc2c(O)n(C3CCCCC3)c(=O)n(C3CCCCC3)c2=O)CC1	.	.	6%	-7%	-2%	-0.5%	0%	0.3%	0.3%	22%
COc1ccc(N=Cc2oc3ccc4ccccc4c3c2O)cc1	-0.8	43	18%	8%	58%	12%	9%	0.2%	0.1%	2%
O=C(CN1CCN(S(=O)(=O)c2ccc(Cl)cc2)CC1)Nc1ccc2c(c1)OCO2	3.1	53	-10%	34%	5%	-1.7%	1%	0.1%	0.4%	-3%
Cc1cc(O)c2c(C)c(CC(=O)N3CCN(C(=O)C4COc5ccccc5O4)CC3)c(=O)oc2c1 (stereo unspecified)	0.1	57	4%	2%	28%	-1.9%	2%	2.2%	0.2%	3%
COc1cccc(C(=O)Nc2cccc3c2ccc2cccn23)c1	1.8	61	-15%	2%	32%	5.6%	1%	0.1%	0.5%	13%
CC(=O)N1CC(=O)N(c2ccccc2)C1=O	2.8	60	-7%	-12%	49%	0.9%	10%	0.3%	-0.4%	-6%
Cc1cc2c(cc1S(=O)(=O)N1CCN(c3ccc(Cl)cc3)CC1)OCCN2C	1.0	62	-3%	-3%	4%	-0.7%	10%	-1.8%	1.0%	-10%
COCCCNC(=O)CSc1nc2ccccc2c(=O)n1CCC(=O)NCCc1ccc(OC)c(OC)c1	0.6	56	-1%	9%	26%	-1.5%	-8%	0.4%	-1.0%	8%
Cn1c(NC(=O)/C=C/c2ccc(Cl)c(Cl)c2)cc(=O)n(C)c1=O	6.0	74	-1%	20%	8%	-0.4%	8%	7.3%	0.6%	0%
CCOC(=O)C1CCCN(C(=O)c2cncc(Br)c2)C1 (stereo unspecified)	-0.1	49	0%	6%	1%	1.1%	-1%	1.2%	-0.2%	1%
COc1ccc(/C(C)=C2\SC(=S)N(CCC(=O)O)C2=O)cc1	0.6	64	-8%	0%	-9%	7.2%	1%	0.5%	0.2%	-11%
Cc1nc2ccccn2c1C(=O)CSc1ccc(Cl)cc1Cl	5.7	97	-2%	13%	-5%	0.2%	3%	-0.1%	-0.1%	-2%
O=C(O)Cn1ccc2cc(S(=O)(=O)N3CCCCCC3)ccc21	0.3	69	-2%	6%	2%	2.1%	3%	0.4%	-0.1%	4%
CCOC(=O)c1sc(N)c(C#N)c1COC(=O)CNC(=O)c1cc(OC)c(OC)c(OC)c1	-2.9	65	-67%	-1%	-2%	0.3%	-6%	0.1%	-0.2%	-12%	NS5 inhibitors pilot replicate=34
CCC(=O)N1CCN(CCN=CC2=C(O)CC(C)(C)CC2=O)CC1	1.9	76	-1%	3%	-2%	2.5%	2%	5.0%	-0.1%	6%
Cc1nn(C)c(Cl)c1CN1CCCC(CO)(Cc2cccc(Cl)c2)C1 (stereo unspecified)	-0.9	67	-3%	6%	-19%	0.0%	-1%	-0.2%	-0.1%	-2%
Cc1cn(COC/C=C/c2ccccc2)c(=O)[nH]c1=O	-0.9	52	-4%	0%	44%	-1.2%	0%	1.0%	0.0%	-7%
CCCOc1c(Br)cc(C2C3=C(CCCC3=O)N(C)C3=C2C(=O)CCC3)cc1OC	0.3	83	7%	9%	14%	33%	3%	-0.1%	-0.1%	20%
Cc1sc(NC(=O)/C=C/c2ccc(C(C)C)cc2)c(C#N)c1C	0.3	70	-3%	4%	16%	0.5%	-3%	-0.3%	0.0%	-2%
